Assay outcomes deposited in PubChem by Southern Research Specialized Biocontainment Screening Center.
VEEV TC-83 Vero: inhibitors of VEEV TC-83 cytopathic effect, confirmation, Vero cells (AID 588727); 350,000 compounds, 0.13% hits; inhibition, % at 20 µM, or IC50 in µM where a hit was titrated; Vero cells, VEEV TC-83 cytopathic effect inhibition; higher % means a stronger effect; in the data active = a potency from the dose series; inconclusive = inhibition mostly from about 14% at the one dose, without a potency; inactive = the rest, 99 in 100 with inhibition below about 12%; note: strong numbers were not always called active
H37Rv inhibition: M. tuberculosis growth inhibition, HTS (AID 449762); M. tuberculosis H37Rv growth inhibition, 7H9 media; higher % means a stronger effect; one-dose inhibition, % at 25 µM; IC50 in µM for titrated hits; 330,000 compounds, 0.59% hits; in the data active = a potency from the dose series; inconclusive = inhibition above about 70% without an active follow-up result;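 note: bacterial growth assessed after seven days of incubation; strong numbers were not always called active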
PhoP GFP inhibition: PhoP regulon inhibitors, Salmonella typhi PhoP promoter GFP reporter, confirmatory (AID 1850); 310,000 compounds, 0.33% hits; Salmonella Typhi PhoP-promoter GFP reporter, fluorescence, 4 h; higher % means a stronger effect; one-dose inhibition, % at 50 µM; IC50 in µM for titrated hits; in the data active = a potency from the dose series; inconclusive = inhibition mostly from about 25% at the one dose, without a potency; inactive = the rest, 99 in 100 with inhibition below about 19%;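 note: 0% = induced wells with vehicle and 100% = uninduced wells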
M. tuberculosis: growth inhibition of non-replicating M. tuberculosis (AID 488890) | Mycobacterium tuberculosis non-replicating, growth inhibition; higher % means a stronger effect | one-dose inhibition, % at 25 µM; IC50 in µM for titrated hits | 320,000 compounds, 0.39% hits; in the data active = a potency from the dose series; inconclusive = inhibition mostly from about 82% at the one dose, without a potency; inactive = the rest, 99 in 100 with inhibition below about 76%;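 note: plate controls were DMSO cells for no effect and high antibiotic wells for full effect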
H1N1 NS1A inhibition: NS1A inhibition, H1N1 influenza, cell based functional assay (AID 504329) | NS1A functional cell-based assay, percent inhibition; higher % means a stronger effect | one-dose inhibition, % at 12.5 µM; IC50 in µM for titrated hits | 340,000 compounds, 0.3% hits; in the data active = a potency from the dose series; inconclusive = inhibition above about 27% without an active follow-up result; note: strong numbers were not always called active
Starred values were filed as active, the others as inactive; i = inactive; ? = inconclusive; nt = not tested or not shown; & = joins results of further samples. An unsorted share of the library (roughly 1.4% active in at least one column).

The opening 19 entries as a preview:
SMILES	VEEV TC-83 Vero	H37Rv inhibition	PhoP GFP inhibition	M. tuberculosis	H1N1 NS1A inhibition
COC(=O)c1[nH]c2ccc(C)cc2c1NS(=O)(=O)c1ccc(F)cc1	5.3%	0%	15%	3%	-7%
COc1cc(/C=C2\C(=O)NN(c3ccc(C)cc3)C2=O)cc([N+](=O)[O-])c1O	0.3%	98%	-5%	31%	10%
CN1CCC(=NNC(=O)CN(c2ccc(Oc3ccccc3)cc2)S(C)(=O)=O)CC1	1.6%	-13%	-6%	21%	22%
CCCCCCCNC(=O)C1(CC2CC(c3cccc(Br)c3)=NO2)CCN(C(=O)c2ccccc2)CC1 (configuration not stated)	1.4%	11%	-8%	24%	-2%
O=C(NC1CCC(O)CC1)c1cc(-c2ccco2)nc2ccccc12 (configuration not stated)	i	-3%	4%	-3%	-5%
O=C(CCNC(=O)c1ccco1)NCCN1C(=O)S/C(=C\c2ccc(F)cc2)C1=O	8.9%	-6%	nt	-5%	-22%
Cc1ccc(C2(CCNCc3ccc(N(C)C)cc3)CCOC(C(C)C)C2)cc1 (configuration not stated)	i	69%	-9%	?	23%
CCCN(CCC)C(=O)CC(c1ccccc1)C1CCOC(C)(C)C1 (configuration not stated)	i	2%	-28%	8%	-6%
CCCCN(CCCC)CC(O)Cn1c2ccccc2c(=O)c2ccccc21 (configuration not stated)	1.1%	-6%	-6%	29%	nt
COc1ccc(NC(=O)c2cccn(CC=C(C)C)c2=O)cc1	7.7%	32%	2%	33%	-4%
CCN1CCN(S(=O)(=O)c2ccc(Cl)c(C(=O)N(CCc3ccccc3)Cc3ccccc3)c2)CC1	1.1%	nt	nt	nt	3%
Cc1ccc(C2CC(c3cccc(Br)c3)n3nc(N)nc3N2)cc1 (configuration not stated)	6.2%	-9%	13%	24%	2%
COc1ccc(NC(=S)NC(NC(=O)/C=C/c2ccccc2)C(Cl)(Cl)Cl)cc1 (configuration not stated)	i	-13%	-8%	8%	-11%
CCc1nc(CNC(=O)C2CCC(=O)N(Cc3cccc(OC)c3)C2)no1 (configuration not stated)	2.7%	-3%	-3%	-10%	-3%
COc1cc(/C=N/Nc2ccc(Cl)c(C(=O)O)c2)ccc1OCC(=O)N1C(C)CCCC1C (configuration not stated)	i	0%	8%	-1%	7%
Cc1cc(NS(=O)(=O)c2ccc(NC(=O)/C=C/c3c(F)cccc3Cl)cc2)nc(C)n1	8.2%	5%	1%	?	-9%
COC(=O)[C@@H](NC(=O)c1ccccc1OC1CCN(S(C)(=O)=O)CC1)C(C)C	0.3%	6%	-9%	17%	-79%
Cc1ccc(CSCCNC(=O)/C=C/c2ccccc2Cl)cc1	0.6%	10%	-3%	3%	-1%
C/C(=N\NC(=O)COc1ccc(C)cc1Br)c1cc([N+](=O)[O-])cs1	i	4.1µM*	7%	90%	-11%

Main list, repeating the preview:
SMILES	VEEV TC-83 Vero	H37Rv inhibition	PhoP GFP inhibition	M. tuberculosis	H1N1 NS1A inhibition
COC(=O)c1[nH]c2ccc(C)cc2c1NS(=O)(=O)c1ccc(F)cc1	5.3%	0%	15%	3%	-7%
COc1cc(/C=C2\C(=O)NN(c3ccc(C)cc3)C2=O)cc([N+](=O)[O-])c1O	0.3%	98%	-5%	31%	10%
CN1CCC(=NNC(=O)CN(c2ccc(Oc3ccccc3)cc2)S(C)(=O)=O)CC1	1.6%	-13%	-6%	21%	22%
CCCCCCCNC(=O)C1(CC2CC(c3cccc(Br)c3)=NO2)CCN(C(=O)c2ccccc2)CC1 (configuration not stated)	1.4%	11%	-8%	24%	-2%
O=C(NC1CCC(O)CC1)c1cc(-c2ccco2)nc2ccccc12 (configuration not stated)	i	-3%	4%	-3%	-5%
O=C(CCNC(=O)c1ccco1)NCCN1C(=O)S/C(=C\c2ccc(F)cc2)C1=O	8.9%	-6%	nt	-5%	-22%
Cc1ccc(C2(CCNCc3ccc(N(C)C)cc3)CCOC(C(C)C)C2)cc1 (configuration not stated)	i	69%	-9%	?	23%
CCCN(CCC)C(=O)CC(c1ccccc1)C1CCOC(C)(C)C1 (configuration not stated)	i	2%	-28%	8%	-6%
CCCCN(CCCC)CC(O)Cn1c2ccccc2c(=O)c2ccccc21 (configuration not stated)	1.1%	-6%	-6%	29%	nt
COc1ccc(NC(=O)c2cccn(CC=C(C)C)c2=O)cc1	7.7%	32%	2%	33%	-4%
CCN1CCN(S(=O)(=O)c2ccc(Cl)c(C(=O)N(CCc3ccccc3)Cc3ccccc3)c2)CC1	1.1%	nt	nt	nt	3%
Cc1ccc(C2CC(c3cccc(Br)c3)n3nc(N)nc3N2)cc1 (configuration not stated)	6.2%	-9%	13%	24%	2%
COc1ccc(NC(=S)NC(NC(=O)/C=C/c2ccccc2)C(Cl)(Cl)Cl)cc1 (configuration not stated)	i	-13%	-8%	8%	-11%
CCc1nc(CNC(=O)C2CCC(=O)N(Cc3cccc(OC)c3)C2)no1 (configuration not stated)	2.7%	-3%	-3%	-10%	-3%
COc1cc(/C=N/Nc2ccc(Cl)c(C(=O)O)c2)ccc1OCC(=O)N1C(C)CCCC1C (configuration not stated)	i	0%	8%	-1%	7%
Cc1cc(NS(=O)(=O)c2ccc(NC(=O)/C=C/c3c(F)cccc3Cl)cc2)nc(C)n1	8.2%	5%	1%	?	-9%
COC(=O)[C@@H](NC(=O)c1ccccc1OC1CCN(S(C)(=O)=O)CC1)C(C)C	0.3%	6%	-9%	17%	-79%
Cc1ccc(CSCCNC(=O)/C=C/c2ccccc2Cl)cc1	0.6%	10%	-3%	3%	-1%
C/C(=N\NC(=O)COc1ccc(C)cc1Br)c1cc([N+](=O)[O-])cs1	i	4.1µM*	7%	90%	-11%
O=C(CN(C(=O)c1ccc(Cl)cc1)N1C(=O)C2C3C=CC(C3)C2C1=O)c1cccs1 (configuration not stated)	0.5%	5%	1%	-9%	-2%
Cn1c2ccccc2c2cc([N+](=O)[O-])ccc21	9.2%	7%	-5%	10%	-14%
Cc1ccc(-c2csc(NCCc3nc4cc(Cl)c(Cl)cc4n3CCOCCO)n2)cc1	1.9%	52%	-8%	7%	10%
CCOC(=O)C1=C(COC(=O)CCOc2ccc(OC)cc2)NC(=O)NC1C (configuration not stated)	i	5%	nt	1%	1%
CN(C(=O)c1ccc(NC(=O)Cc2cccc(NC(=O)C3CCN(C(=O)c4ccccc4)CC3)c2)cc1)C1CC1	i	nt	nt	nt	0%
O=C(c1ccc([N+](=O)[O-])o1)N1CCN(c2nc3c(Cl)cccc3s2)CC1	1.3%	?	3%	?	9%
C/C(=N\NC(=O)c1ccc(CN2CCOCC2)cc1)c1cccc([N+](=O)[O-])c1	i	3%	-7%	-16%	4%
O=C(CN1CCN(S(=O)(=O)c2ccccc2)CC1)Nc1ccc([N+](=O)[O-])cc1	3.5%	6%	-3%	17%	0%
COc1ccc(NC(=O)c2cc(-c3ccc(OC)c(OC)c3)nc3ccccc23)c(OC)c1	11%	-4%	-3%	-3%	4%
COc1ccc(CCNC(=O)c2cc3cc(F)ccc3nc2C)cc1OC	1.7%	-6%	14%	3%	1%
CNC(C(=O)c1ccccc1)C(OC)c1ccccc1 (configuration not stated)	0.2%	10%	2%	28%	3%
CC(C)(C)c1cc(C(=O)N/N=C/c2ccncc2)n[nH]1	5.2%	-5%	-2%	-9%	6%
CN(Cc1ccccc1)Cc1nc2c([nH]1)c(=O)n(C)c(=O)n2C	1.9%	-1%	-2%	-4%	0%
O=C(CCS(=O)(=O)Cc1ccccc1F)NCc1ccccc1Cl	0.1%	1%	6%	2%	0%
Cc1cccc(N(Cc2ccc(Cl)cc2)S(C)(=O)=O)c1	1.1%	-1%	-1%	-10%	-14%
O=C(c1cccc(NC2=NC3CS(=O)(=O)CC3S2)c1)N1CCN(c2cccc(Cl)c2)CC1 (configuration not stated)	10%	3%	-5%	-7%	3%
O=C(O)CCCNC(=O)/C(=C\C=C\c1ccccc1)NC(=O)c1ccccc1Cl	1.6%	2%	-3%	10%	-14%
CCCCCC(=O)N1CCN(CCN=CC2=C(O)CC(c3ccc(OC)cc3)CC2=O)CC1 (configuration not stated)	2.9%&1.4%	5%	-7%	18%	9%&-19%
C#CCOc1ccc(/C=C2/C(=O)ON=C2C)cc1OCC	0.8%	3%	-5%	-9%	-18%
Cn1c(=O)c2c(nc(NCCCN3CCOCC3)n2Cc2cccc(Cl)c2)n(C)c1=O	0.3%	5%	-9%	8%	2%
O=C(c1cc(-c2ccco2)nc2ccccc12)N1CCN(c2ccc(F)cc2)CC1	7.4%	54%	-4%	30%	-5%

Three entries already listed, arranged by count of non-hydrogen atoms, high to low.
SMILES	VEEV TC-83 Vero	H37Rv inhibition	PhoP GFP inhibition	M. tuberculosis	H1N1 NS1A inhibition
O=C(c1cccc(NC2=NC3CS(=O)(=O)CC3S2)c1)N1CCN(c2cccc(Cl)c2)CC1 (configuration not stated)	10%	3%	-5%	-7%	3%
O=C(c1ccc([N+](=O)[O-])o1)N1CCN(c2nc3c(Cl)cccc3s2)CC1	1.3%	?	3%	?	9%
C#CCOc1ccc(/C=C2/C(=O)ON=C2C)cc1OCC	0.8%	3%	-5%	-9%	-18%

(next part)
SMILES	VEEV TC-83 Vero	H37Rv inhibition	PhoP GFP inhibition	M. tuberculosis	H1N1 NS1A inhibition
O=C(Nc1ccc(Cl)c(S(=O)(=O)N2CCCCC2)c1)c1cnccn1	8.1%	-13%	nt	24%	-2%
O=C(CC(=O)N/N=C/c1ccc(C(=O)O)cc1)NCCc1ccccc1	0.7%	3%	-6%	16%	-8%
CCOC(=O)Cc1csc(NC(=O)CSc2nnc(-c3cccnc3)n2Cc2ccco2)n1	1.7%	0%	-3%	-6%	-61%
O=C(NN=Cc1ccccc1)C(Oc1ccccc1)c1ccccc1 (configuration not stated)	i	nt	nt	nt	3%
Cc1[nH]n(-c2c(Cl)cc(Cl)cc2Cl)c(=O)c1C=Nc1ccc(S(=O)(=O)N2CCOCC2)cc1	i	2%	-1%	-3%	-3%
CCCCOC(=O)C1[C@H]2C(=O)N(Cc3cccs3)C[C@]23C=C[C@H]1O3 (some centres not stated)	0.1%	5%	-12%	20%	-1%
CCCOc1ccc(C(=O)CCC(=O)NNC(=O)c2ccncc2)cc1	2.4%	?	-4%	64%	-4%
Cn1c(=O)cc(OCCCC(=O)NCc2ccco2)c2ccccc21	2.8%	-5%	-9%	1%	-5%
COCCn1c(N)c(N(Cc2ccccc2)C(=O)C2=COCCO2)c(=O)[nH]c1=O	1.0%	-3%	-9%	6%	10%
CC1Cc2nc(SCC(=O)N3CCc4ccccc43)n(C)c(=O)c2S1 (configuration not stated)	5.8%	11%	-1%	30%	-2%
COc1cc(/C=C2\SC(=S)N(Nc3ncc(C(F)(F)F)cc3Cl)C2=O)cc(OC)c1OC	3.1%	9%	-8%	0%	12%
O=C(Cc1ccc(Cl)c(Cl)c1)NCC1(N2CCOCC2)CCCCC1	5.6%	-5%	-8%	17%	2%
Cc1nc2c(-c3ccc(F)cc3)c(C)[nH]n2c(=O)c1Cl	0.6%	?	-2%	?	-26%
COc1ccc(/C=C/C(=O)Nc2nc(C)c(C(=O)N(C)C)s2)cc1OC	3.2%	-5%	-2%	2%	5%
FC(F)(F)c1ccc(-n2ccnc2)nc1	i	-7%	-8%	-9%	-4%
COc1ccccc1C(=O)NC(=O)COC(=O)CCNS(=O)(=O)c1ccccc1	2.9%	-3%	2%	-3%	-4%
Cc1cccn2c(=O)c3cc(C(=O)NC4CCS(=O)(=O)C4)sc3nc12 (configuration not stated)	8.3%	-1%	2%	nt	5%
Cc1ccc(C(=O)N/C(=C\c2ccc(-c3cccc([N+](=O)[O-])c3)o2)C(=O)NCCCN(C)C)cc1	2.1%	11%	16%	42%	-15%
Cc1cc(C)c(S(=O)(=O)N(C)CC(=O)N2CCCCC2)c(C)c1	0.1%	-15%	-1%	5%	-4%
CNCCCOc1ccc2c(c1)CCC2	1.1%	0%	-3%	-7%	-6%
COc1ccccc1-c1oc2ccccc2c1-c1ccccc1OC	0.1%	-1%	nt	22%	1%
Cc1cc(NC(=O)COc2c(C)cccc2C)no1	0.6%	-2%	9%	8%	-5%
